Screening data as filed in PubChem BioAssay.
PfHsp40 rescue: compounds rescuing yeast from Plasmodium falciparum HSP40 toxicity; S. cerevisiae expressing PfHsp40, growth rescue, ATP luminescence; growth rescue, % at 12.5 µM; 340,000 compounds, 0.68% hits; AID 504582; in the data active = growth rescue above about 28%, passing the limit was not always enough; inconclusive = no clear call, values can overlap the other calls;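 note: yeast W303a lacking pdr1 and pdr3 grown in galactose medium; growth measured after three days at 30 °C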
PrPC surface inh: reduces human prion protein on the cell surface. 370,000 compounds, 0.43% hits. inhibition, % at 13.8 µM. cell surface PrPC, TR-FRET read-out. AID 720596. P04156; in the data active = inhibition above about 24%; note: 0% = median of the test wells and 100% = reference compound wells
3CLpro inhibitor: SARS-CoV 3CLpro protease inhibition | P0C6X7 | 290,000 compounds, 0.14% hits | recombinant SARS-CoV 3CLpro, quenched FRET peptide cleavage | inhibition, % at 6 µM; in the data active = inhibition above about 12%
TcdB inh: blocks C. difficile toxin B glycohydrolase activity; inhibition, % at 9.99 µM; AID 652162; P18177; TcdB glycohydrolase enzymatic assay, plate reader; 350,000 compounds, 0.24% hits; in the data active = inhibition above about 10%
BH1578 lux ind: induces V. cholerae light production without autoinducers | V. cholerae BH1578 lux reporter, luminescence, 6 h | 350,000 compounds, 0.16% hits | activation, % at 18.7 µM; in the data active = activation mostly above about 9.7%, no sharp cut-off; inconclusive = no clear call, values can overlap the other calls; inactive = mostly below about 3.7%; note: not every result past the cut was called active; inactives centre near 0; reference of the scale not given here
Yp Topo-I inh: blocks Yersinia pestis topoisomerase I activity | Y. pestis Topo-I cleavage product accumulation, plate reader | activity, % at 10 µM | 360,000 compounds, 0.064% hits | AID 504884; in the data active = activity above about 50%, passing the limit was not always enough; inconclusive = no clear call, values can overlap the other calls; note: inactives centre near 2
BoNT-A LC inh2: inhibitors of Botulinum neurotoxin A light chain protease; multiplex microsphere protease substrate cleavage, flow cytometry; inhibition, % at 10 µM; 360,000 compounds, 0.17% hits; AID 588499; note: plate controls were buffer without enzyme for full effect and enzyme alone for no effect
Anthrax LF inh2: blocks Bacillus anthracis lethal factor protease. P15917. multiplex microsphere protease cleavage assay, LF. inhibition, % at 10 µM. 360,000 compounds, 0.12% hits. AID 588501; note: plate controls were buffer without enzyme for full effect and enzyme alone for no effect
Target sequence (P15917 whole entry, looked up): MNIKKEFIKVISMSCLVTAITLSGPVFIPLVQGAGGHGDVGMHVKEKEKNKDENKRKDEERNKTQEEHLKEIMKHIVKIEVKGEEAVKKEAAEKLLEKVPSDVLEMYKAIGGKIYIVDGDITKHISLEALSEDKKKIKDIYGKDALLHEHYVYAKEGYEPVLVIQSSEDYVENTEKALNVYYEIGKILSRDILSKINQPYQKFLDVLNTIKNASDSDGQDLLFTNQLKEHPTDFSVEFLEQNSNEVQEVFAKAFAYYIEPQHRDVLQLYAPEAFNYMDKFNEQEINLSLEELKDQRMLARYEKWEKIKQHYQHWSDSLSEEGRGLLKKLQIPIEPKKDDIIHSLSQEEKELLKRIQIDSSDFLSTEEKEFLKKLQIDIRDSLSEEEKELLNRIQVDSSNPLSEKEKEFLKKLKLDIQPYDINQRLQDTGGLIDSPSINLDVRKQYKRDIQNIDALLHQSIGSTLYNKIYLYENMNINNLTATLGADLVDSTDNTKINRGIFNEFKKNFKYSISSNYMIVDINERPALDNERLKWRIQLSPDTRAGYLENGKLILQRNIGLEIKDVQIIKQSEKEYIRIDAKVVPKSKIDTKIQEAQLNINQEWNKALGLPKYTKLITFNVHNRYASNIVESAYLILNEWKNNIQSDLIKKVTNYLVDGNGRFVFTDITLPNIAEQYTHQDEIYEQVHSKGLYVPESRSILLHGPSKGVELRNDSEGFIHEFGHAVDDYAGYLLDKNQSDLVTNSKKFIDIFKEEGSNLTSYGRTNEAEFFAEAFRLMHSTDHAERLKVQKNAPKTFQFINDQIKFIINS
SSB-PriA inh: blocks PriA binding to SSB C-terminal tail | 430,000 compounds, 0.6% hits | inhibition, % at 33 µM | AlphaScreen SSBct-PriA binding, biotinylated peptide | AID 1272365; in the data active = inhibition mostly above about 37%, no sharp cut-off; inactive = mostly below about 20%;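 note: plate controls were negative control peptide for no effect and reference peptide for full effect; strong numbers were not always called active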
The depositor's hits bear a star; i = inactive; ? = inconclusive; / = not tested or not shown; & = joins results of further samples. Cut-off read from the data, not from the text of the source, unless noted: active = inhibition above about 30%; inconclusive = no clear call, values can overlap the other calls; inactive = below that. Not all compounds are listed, so the mix of outcomes need not match the whole.

SMILES | PfHsp40 rescue | PrPC surface inh | 3CLpro inhibitor | TcdB inh | BH1578 lux ind | Yp Topo-I inh | BoNT-A LC inh2 | Anthrax LF inh2 | SSB-PriA inh
O=C(NC(=S)Nc1ccc(NC(=O)c2cccs2)cc1)c1ccc([N+](=O)[O-])cc1 | 1.3 | -7.6 | 2.0 | -0.3 | -0.9 | -12.2 | 0.0 | -3.0 | 6.0
O=C(COC(=O)c1ccc(-n2cnnn2)cc1)c1ccc(Br)cc1 | -0.5 | 6.9 | / | 0.7 | -1.1 | 7.4 | -1.2 | 3.0 | 4.1
O=C(CCSc1ccccc1)Nc1nc2c(s1)COc1ccccc1-2 | 0.2 | 1.1 | -0.1 | 0.8 | -0.2 | -2.5 | -0.8 | -3.7 | -19.8
O=C(NCNC(=O)NC1C(=O)NC(=O)N1CO)NC1C(=O)NC(=O)N1CO (stereo not drawn) | -0.5 | -0.3 | / | 1.4 | i | 6.2 | 0.1 | -9.7 | 1.8
Cc1c(C(=O)NCCCN2CCCC2=O)oc2c(Cl)cccc12 | -1.8 | 1.8 | / | -0.3 | i | 13.3 | -6.1 | -0.8 | 0.5
CCN(CC)C(=S)SCC(=O)Nc1ccc(F)cc1 | -0.6 | 13.8 | 6.7 | / | -0.9 | 1.3 | 0.6 | 0.1 | -17.2
Cc1ccc(C(=O)C2CCN(C(=S)NCC3CCCO3)CC2)cc1 (stereo not drawn) | -0.8 | -0.4 | -3.7 | 0.9 | -0.3 | 3.0 | -0.6 | 1.9 | -4.0
Cc1csc(NC(=O)CSc2nnc(NC(=O)COc3ccc(Cl)cc3)s2)n1 | -0.7 | 6.7 | -1.5 | 0.6 | -2.4 | 0.5 | -0.7 | 1.6 | 9.0
CC(C)(C)OC(=O)NCc1ccc(CNC(=O)c2[nH]cnc2C(=O)NCC(=O)OCc2ccccc2)cc1 | 1.8 | 1.8 | -1.3 | 0.6 | i | 6.0 | 0.5 | 2.1 | 1.8
Cc1ccccc1CSc1nc2ccccc2c(=O)[nH]1 | -0.2 | 3.4 | -0.7 | / | -1.4 | -1.3 | 0.3 | -2.3 | 4.3
Cc1cc(NC(=O)CSc2nnc(CNC(=O)c3ccc(F)cc3)o2)no1 | -1.7 | 1.2 | 2.3 | 1.8 | i | 5.5 | -3.3 | -0.4 | -1.1
COc1ccccc1NC(=O)C(=O)NCc1ccccc1Cl | -0.6 | -3.0 | 0.3 | 0.4 | -0.3 | 6.7 | 0.1 | -1.0 | 5.8
S=C(c1ccc2c(c1)OCO2)N1CCN(c2cccc(Cl)c2)CC1 | 1.8 | 13.2 | / | 0.8 | -1.0 | 17.6 | -1.1 | -6.3 | 1.2
COc1ccc(C2=Nn3c(nnc3-c3ccccc3F)SC2)cc1OC1CCOC1 (stereo not drawn) | 1.0 | 8.2 | / | 0.8 | 0.7 | -3.8 | -0.2 | 5.1 | -12.5
O=C(NCCO)c1cc2c([nH]c3ccccc32)c(-c2ccccc2)n1 | 1.0 | 4.0 | 3.8 | 0.0 | i | 1.3 | -0.9 | -12.4 | -0.2
Cc1cc(Cl)c(C(=O)Nc2cccc(C(F)(F)F)c2)c(C)n1 | -0.1 | -0.9 | -1.5 | 0.8 | -4.3 | -1.8 | -2.1 | -8.9 | -13.3
O=C(CCl)N(c1ccccc1)c1c[nH]c2ccccc12 | 7.6 | -2.4 | -4.9 | / | i | 4.3 | -0.9 | -4.2 | -12.2
CSC1=C(C#N)C(c2ccccc2Cl)C(C(=O)c2cccs2)C(O)(C(F)(F)F)N1 (stereo not drawn) | 0.7 | 6.4 | 2.8 | / | -0.1 | 7.1 | -1.7 | -2.7 | 16.0&-2.0
COC(=O)c1ccc(N2CCOCC2)c(NC(=O)Nc2cccc(OC)c2)c1 | -0.5 | -4.6 | 2.3 | -0.2 | -0.1 | -4.1 | -0.5 | 3.5 | -7.2
CC(O)CNc1nc2c(c(=O)n(C)c(=O)n2C)n1CCc1ccccc1 (stereo not drawn) | 0.8 | 7.4 | 3.0 | 0.7 | / | -4.5 | 0.4 | -4.7 | 5.9
Cc1cc2c(OCC(O)CNC(C)(C)C)cccc2[nH]1 (stereo not drawn) | 0.1 | -2.2 | -0.3 | / | 0.0 | -7.3 | 0.3 | -0.6 | 2.8
CCC(C(=O)Nc1cc(C(=O)O)ccc1C)c1ccccc1 (stereo not drawn) | 0.6 | 1.5 | 3.5 | 1.7 | -1.8 | 6.0 | -0.6 | 0.4 | -17.5
COc1ccc(CCn2c(=N)c(C(=O)N3CCN(C)CC3)cc3c(=O)n4ccccc4nc32)cc1 | 0.0 | -32.8 | -3.3 | / | 1.4 | 6.8 | 0.8 | -4.1 | -2.9
COc1ccccc1CN1CC(C(=O)NC2CCCCC2)CC1=O (stereo not drawn) | 0.1 | 0.7 | 2.1 | / | i | 3.4 | 0.9 | 2.8 | -13.6
CCC(=O)c1ccc(N2CCCCC2)c(F)c1 | -0.3 | 6.7 | 2.7 | / | -0.2 | -3.9 | -0.4 | -2.1 | 9.7

Compound profiles (already shown). Order of screens: PfHsp40 rescue | PrPC surface inh | 3CLpro inhibitor | TcdB inh | BH1578 lux ind | Yp Topo-I inh | BoNT-A LC inh2 | Anthrax LF inh2 | SSB-PriA inh
O=C(CCSc1ccccc1)Nc1nc2c(s1)COc1ccccc1-2 is entered as 0.2 | 1.1 | -0.1 | 0.8 | -0.2 | -2.5 | -0.8 | -3.7 | -19.8
CCC(C(=O)Nc1cc(C(=O)O)ccc1C)c1ccccc1 (stereo not drawn) is entered as 0.6 | 1.5 | 3.5 | 1.7 | -1.8 | 6.0 | -0.6 | 0.4 | -17.5

Part of the list above, with two lines to a compound.
The line under a structure holds: PfHsp40 rescue, PrPC surface inh, 3CLpro inhibitor, TcdB inh, BH1578 lux ind, Yp Topo-I inh, BoNT-A LC inh2, Anthrax LF inh2, SSB-PriA inh
O=C(NCCO)c1cc2c([nH]c3ccccc32)c(-c2ccccc2)n1
 : 1.0, 4.0, 3.8, 0.0, i, 1.3, -0.9, -12.4, -0.2
CCC(C(=O)Nc1cc(C(=O)O)ccc1C)c1ccccc1 (stereo not drawn)
 : 0.6, 1.5, 3.5, 1.7, -1.8, 6.0, -0.6, 0.4, -17.5
COc1ccc(C2=Nn3c(nnc3-c3ccccc3F)SC2)cc1OC1CCOC1 (stereo not drawn)
 : 1.0, 8.2, /, 0.8, 0.7, -3.8, -0.2, 5.1, -12.5
Cc1cc(Cl)c(C(=O)Nc2cccc(C(F)(F)F)c2)c(C)n1
 : -0.1, -0.9, -1.5, 0.8, -4.3, -1.8, -2.1, -8.9, -13.3

Other structures
SMILES | PfHsp40 rescue | PrPC surface inh | 3CLpro inhibitor | TcdB inh | BH1578 lux ind | Yp Topo-I inh | BoNT-A LC inh2 | Anthrax LF inh2 | SSB-PriA inh
O=C(Cn1cnnn1)Nc1ccccc1Cc1ccccc1 | 0.9 | -2.3 | -5.9 | / | i | 5.5 | -0.5 | 0.0 | -9.5
CCCn1c(SCC(=O)N2CC(=O)Nc3ccccc32)n[nH]c1=O | -0.2 | 5.5 | / | 0.6 | i | 4.1 | 0.2 | -4.6 | -8.9
CCN1C(=NCC2CC2)N[C@@H](c2ccccc2)C(C(=O)OC)=C1C | 0.2 | -0.1 | / | 1.1 | i | -0.9 | -0.3 | 5.4 | 1.7
O=C(c1ccco1)N1CCN=C1SCc1ccccc1F | 1.8 | 7.2 | -1.3 | 0.2 | -0.2 | 4.0 | -0.5 | -11.9 | 0.8&-15.0&0.0
Oc1ccc(CN2CCC(Cc3ccccc3)CC2)c2cccnc12 | / | 0.3 | -1.9 | 0.3 | / | / | / | / | 62.1*
Cc1noc(C)c1CN1C(=O)NC2(CCc3ccccc3C2)C1=O (stereo not drawn) | -1.3 | 5.1 | -4.6 | / | i | 20.1 | 0.0 | -2.6 | -16.7
COc1ccc(-c2cc(C(=O)Nc3c(C)nn(Cc4ccccc4Cl)c3C)no2)cc1OC | 0.8 | 0.8 | -4.2 | / | -2.2 | 23.4 | ? | 0.3 | -16.2
CN1CCN(CCOc2ccc(-c3ccccc3)cc2)CC1 | 0.3 | -2.6 | 1.0 | 2.1 | i | -11.7 | 0.6 | -7.5 | 8.7
CCOC(=O)c1c(-c2ccccc2)nc2ccc(Cl)cn12 | 1.0 | -4.1 | 4.3 | / | -0.4 | 5.4 | -0.2 | -7.0 | -11.2
COc1ccc(NC2=C(C)C(=O)CC2)cc1 | -0.1 | -17.0 | 1.1 | / | i | -7.0 | 0.9 | -1.6 | -9.1
CCc1cc(=O)oc2c(C)c(O)c(CN3CCCCC3)cc12 | -0.3 | -2.8 | 4.2 | / | -0.7 | 0.9 | 0.3 | -14.1 | -11.2
CC1CN(C(=O)COC(=O)/C=C/c2ccccc2)CC(C)O1 (stereo not drawn) | / | -3.9 | / | 0.0 | -0.4 | 3.6 | 0.0 | -3.3 | /
CC1(C)CC(=O)C=C(c2ccc(I)cc2)C1 | 0.9 | -1.3 | / | -0.2 | 7.1 | 17.9 | 0.3 | -2.4 | -18.8
Cc1nnc(SCC(=O)NC2CC2)n1CCc1ccccc1 | -0.5 | -0.3 | 6.0 | / | -1.3 | -0.4 | 1.3 | -6.4 | -21.7
CC1Cc2cc(C3(O)C(=O)c4ccccc4C3=O)ccc2N1 (stereo not drawn) | -0.5 | 3.7 | 0.5 | / | 2.2 | 11.6 | 0.2 | 0.9 | 5.1
COc1ccc(Nc2nc(NCc3ccco3)nc(N)c2[N+](=O)[O-])cc1 | / | -3.0 | 1.9 | 1.9 | -0.6 | 5.0 | / | / | -0.7
Cc1cc(=O)[nH]c2c1c(C)nn2C1CCCCC1 | -1.5 | -0.2 | -1.4 | 0.3 | -1.4 | 12.3 | -2.0 | -6.7 | -2.0&-4.9
COc1ccc(NC(=O)C(=O)N/N=C/c2cccnc2)cc1 | -0.9 | 13.1 | -3.3 | -25.8 | i | -0.1 | -0.6 | 1.9 | i
OC1COC(c2ccccc2)OC1C1OC(c2ccccc2)OCC1O (stereo not drawn) | -0.1 | -7.9 | / | -0.9 | -0.3 | 3.2 | -0.3 | 4.0 | -9.3
CCOC(=O)C1(CCOc2ccccc2)CCN(Cc2ccc(OC)c(O)c2)CC1 | -0.6 | -1.3 | -1.6 | -0.5 | 0.3 | 16.4 | -5.6 | -9.3 | 8.7
O=C(Cn1cnc2ccccc2c1=O)Nc1ccc(N2CCOCC2)cc1 | -0.5 | -1.7 | 1.8 | -1.2 | i | 5.0 | 0.2 | -0.2 | -6.9
Cn1nc(C(=O)OCC(=O)NCc2ccc(Cl)cc2)c2ccccc2c1=O | -0.1 | 6.1 | / | 2.0 | -0.6 | 9.2 | 0.2 | -10.0 | -11.8
O=C(Nc1cccc(S(=O)(=O)Nc2ccc(SC(F)F)cc2)c1)C1CCC1 | 2.7 | 8.7 | / | 1.9 | 10.6 | 0.4 | -0.2 | -2.6 | 2.9
COC(=O)NNC(=O)c1ccc(C)c(Br)c1 | -1.6 | 0.0 | -0.8 | 0.9 | -0.3 | -3.0 | -0.3 | -0.9 | -12.6
N#Cc1c(NC(=O)C2CC2)sc2c1CCCCC2 | 0.3 | 4.2 | 3.8 | / | -0.2 | 4.7 | 1.7 | 0.6 | 1.6
O=C(O)c1ccc(NC(=O)c2cc3ccccc3o2)cc1 | -1.7 | 4.7 | 4.6 | 0.3 | -0.4 | 0.8 | -2.3 | -6.9 | -9.4
CCOc1ccc(Br)cc1/C=N/NC(=O)c1ccncc1 | -0.1 | -2.9 | 0.3 | / | 2.8 | 1.9 | -0.2 | -5.8 | /
CC1(C)COC2(OC1)C(=O)N(CN1CCOCC1)c1ccccc12 | 0.2 | 9.0 | -2.7 | -0.6 | i | 1.5 | 0.5 | -7.1 | -6.8
O=C(O)CC1S/C(=N/N=C/c2ccc(-c3ccc(Cl)c([N+](=O)[O-])c3)o2)NC1=O (stereo not drawn) | -0.7 | -10.1 | -1.2 | -0.5 | i | -7.0 | -0.5 | -4.5 | /
O=C(COC(=O)c1cccs1)Nc1ccccc1[N+](=O)[O-] | -0.1 | -21.1 | 4.1 | -0.9 | -0.6 | -10.9 | -0.6 | -7.7 | 0.7
